High-throughput results (PubChem BioAssay)
AmpC inh det: Promiscuous and Specific Inhibitors of AmpC Beta-Lactamase (assay with detergent); Potency, µM (highest dose often 28.7 µM), for inactives: at the top dose activity change, negative = inhibition; purified AmpC, nitrocefin hydrolysis with detergent; P00811; 71,000 tested, 0.09% active; active = well fitted curve in the direction sought with a large enough effect
Target sequence (P00811 whole entry, looked up): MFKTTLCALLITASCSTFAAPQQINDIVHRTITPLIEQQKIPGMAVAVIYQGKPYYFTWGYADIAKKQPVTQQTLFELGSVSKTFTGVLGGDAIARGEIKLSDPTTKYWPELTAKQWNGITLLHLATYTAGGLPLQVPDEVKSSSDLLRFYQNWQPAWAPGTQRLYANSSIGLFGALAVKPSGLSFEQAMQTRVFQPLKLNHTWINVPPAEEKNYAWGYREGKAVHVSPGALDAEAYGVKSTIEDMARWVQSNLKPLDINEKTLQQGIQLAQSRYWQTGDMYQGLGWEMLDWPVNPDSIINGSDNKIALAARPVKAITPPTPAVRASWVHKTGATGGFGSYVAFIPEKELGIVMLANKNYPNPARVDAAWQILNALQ
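E. coli AmpC (5.3 nM) in 20 mM phosphate pH 7.0 with 0.01% Triton X-100, preincubated 15 min RT with compound; nitrocefin (2 uL of 800 uM stock) hydrolysis followed by 480 nm absorbance every 20 s over 4 min.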
An asterisk follows results filed as active; [ ] = another dose, or the depositor's remark. % is set by controls: 0 for no effect and ±100 for the full control effect; potency is the fitted concentration of half-maximal effect.

molecule | AmpC inh det
O=C(CCC(=O)N1CCc2ccccc2C1)N1CCN(S(=O)(=O)c2ccccc2)CC1 | 0%
COC(=O)c1ccc(/C(O)=C(\C#N)c2nc3ccccc3s2)cc1 | -6%
COc1ccc(-c2nnc(-c3cccs3)o2)cc1OC | -1%
CCOC(=O)c1c(C)n(C)c2ccc(OC(C)C(=O)OC)cc12 (configuration not stated) | -4%
NS(=O)(=O)c1ccc(N=Nc2ccc(O)c(C(=O)O)c2)cc1 | 2%[5.75 µM]
CC(C)c1nnc(NC(=O)CCN2C(=O)c3ccccc3C2=O)s1 | 20%
COc1ccccc1N1CCN(c2cc(N3CCCC3)nc(C)n2)CC1 | 2%
CCc1nnc2sc(-c3ccc(NC(=O)c4ccco4)cc3)nn12 | -3%
CC(C)OC(=O)c1c(N)sc2c1CCCC2 | -4%
CN(C)c1ccc(-n2cc3c(=O)n(C)c(=O)n(C)c3c2)cc1 | -2%
CCOc1ccc(CN(Cc2ccco2)C(c2cccs2)c2nnnn2C(C)(C)C)cc1 (configuration not stated) | 5%
Cc1ccc2occ(CN3CCN(c4ccccc4)CC3)c(=O)c2c1 | 8%

(list continues)
molecule | AmpC inh det
CCSC1=C(C#N)C(c2cccc(Br)c2)CC(=O)N1 (configuration not stated) | 6%
C=C(CC1([C@@H](NP(=O)(c2ccccc2)c2ccccc2)[C@H]2C[C@@H]2CCN(C(=O)OCC)S(=O)(=O)c2ccc(C)cc2)CC1)c1ccccc1 | 3%
Cc1ccnc(NC(=O)C2CCN(S(=O)(=O)c3cccc4nonc34)CC2)c1 | 12%
CCOc1ccc(OCC)c(NC(=O)CN2CCN(C(=O)c3ccco3)CC2)c1 | -2%
COc1ccc(OC)c2[nH]c(=O)c(CCNC(=O)C(C)(C)C)cc12 | 10%
CCOC(=O)c1c(C)c(C(=O)Nc2cc(F)ccc2F)c(C)n1C | -1%
CCc1c(C(C)O)oc2ccc3c(C)cc(=O)oc3c12 (configuration not stated) | -4%
CCOc1cc(C(=O)NCc2nnc(SCC(=O)OC)n2C)cc(OCC)c1OCC | 7%
O=C(Nc1ccc(SC(F)F)cc1)C1=COCCO1 | -6%
CCn1c(SCC(N)=O)nnc1-c1ccc(S(=O)(=O)N2CCN(C)CC2)cc1 | 1%
O=C(CSC1=NCCS1)Nc1nc2c(s1)CCCC2 | 7%
CCCCCCNS(=O)(=O)c1ccc(Cl)s1 | -6%

Next part:
molecule | AmpC inh det
CCOc1ccc(OCC)c(Nc2cc(C)nc3nc(C)nn23)c1 | 8%
CCn1c(C)nc2cc(C(=O)OC(C(F)(F)C(F)F)C(F)(F)C(F)F)ccc21 | -3%
O=C1C2C(C(=O)N1c1ccncc1)C1C=CC2C12CC2 (configuration not stated) | 2%
COC(=O)n1ccc(C(=O)Nc2ccccc2F)n1 | 9%
CNc1ccnc(-c2ccccc2CN(C)C)n1 | 8%
COC(=O)CN(c1ccccn1)S(=O)(=O)c1ccccc1 | -4%
Cc1ccc(CNc2oc(-c3cccs3)nc2C#N)cc1 | -4%
COCC(=O)Nc1sc2c(c1C(=O)OC)CCC(C)C2 (configuration not stated) | 5%
COc1cccc(N2CCN(CC(=O)c3c[nH]c4ccc(OC)cc34)CC2C)c1 (configuration not stated) | -5%
COC(=O)N1CCC2(CCCN(Cc3nccs3)C2)CC1 | -3%
O=C1CCCc2[nH]nc(-c3cccnc3)c21 | -4%
N#C/C(=C\c1ccc(O)c(O)c1)C(N)=O | -2%

Reformatted as labelled records: 4 of the compounds above
> CCc1nnc2sc(-c3ccc(NC(=O)c4ccco4)cc3)nn12
  AmpC inh det: -3%
> CC(C)OC(=O)c1c(N)sc2c1CCCC2
  AmpC inh det: -4%
> C=C(CC1([C@@H](NP(=O)(c2ccccc2)c2ccccc2)[C@H]2C[C@@H]2CCN(C(=O)OCC)S(=O)(=O)c2ccc(C)cc2)CC1)c1ccccc1
  AmpC inh det: 3%
> Cc1ccc2occ(CN3CCN(c4ccccc4)CC3)c(=O)c2c1
  AmpC inh det: 8%

Later entries
molecule | AmpC inh det
C=CCNC(=O)c1oc2ccc(S(=O)(=O)N(CC)CC)cc2c1C | -2%
COc1ccc2oc(C(=O)C3CC3)c(NC(=O)CCCN3C(=O)c4ccccc4C3=O)c2c1 | 10%
Cc1ccc(C(=O)Nc2ncc(Cc3ccccc3)s2)o1 | 8%
Cc1noc(C)c1CSc1ncnc2sc3c(c12)CCC3 | 0%
CCOC(=O)/C(C#N)=C1/SC(CC)C(=O)N1c1ccc(C)cc1 (configuration not stated) | 10%
OC(c1cccnc1)c1cccs1 (configuration not stated) | -3%
COC(=O)c1[nH]c(C)c(/C(O)=C2\C(=O)C(=O)N(CCN(C)C)C2c2ccco2)c1C (configuration not stated) | 1%
CC(=O)N1CCN(c2ccc(NCc3ccc4c(c3)OCO4)cc2)CC1 | -3%
O=C(CSc1nnc(-c2ccc(S(=O)(=O)N3CCCC3)cc2)n1CC1CCCO1)NC1CC1 (configuration not stated) | -1%
CCn1cc(C(=O)N2CCCC2)c(=O)c2cc(S(=O)(=O)N(C)C)ccc21 | 15%
CC(=O)OC1CC(C)(C)N(OC(=O)c2ccc(N)cc2)C(C)(C)C1 | -4%
CCOC(=O)c1[nH]c(C)c(CCC(=O)OC)c1C | -3%

2 of the compounds above, with each value named.
> CC(=O)N1CCN(c2ccc(NCc3ccc4c(c3)OCO4)cc2)CC1
  AmpC inh det: -3%
> O=C(CSc1nnc(-c2ccc(S(=O)(=O)N3CCCC3)cc2)n1CC1CCCO1)NC1CC1 (configuration not stated)
  AmpC inh det: -1%

Carrying on:
molecule | AmpC inh det
CCn1c(=O)c(C(=O)CN2CCOCC2)c(N)n(Cc2ccccc2)c1=O | 1%
COc1ccccc1NC(=O)N(Cc1ccco1)Cc1cc2cc(C)cc(C)c2[nH]c1=O | 11%
Cc1nc2ccc(S(=O)(=O)NCC(=O)N(C)Cc3ccco3)cc2s1 | -3%
CCC(=O)Nc1ccc(S(=O)(=O)Nc2cccnc2)cc1 | -3%
COc1cccc(-c2cnc(NCc3cc(Cl)ccc3O)n2C)c1 | 8%
CCOC(=O)c1cc(-c2ccncc2)nc2c1c(C)nn2C | -2%
COc1ccccc1S(=O)(=O)Cc1ccc(C(=O)N2CCN(c3ccccc3)CC2)o1 | 1%
COC(=O)Cc1c(C)c2c(O)cc(C)cc2oc1=O | -7%
CCC1SC2=NC(C)=C(C(=O)OC)C(c3cccs3)N2C1=O (configuration not stated) | -4%
Cc1ccccc1S(=O)(=O)Cc1ccc(C(=O)NCCN2CCN(Cc3ccccc3)CC2)o1 | -3%
COc1ccc(C2NCCO2)cc1OC (configuration not stated) | 7%
CC(C)(C)NC(=O)C(c1ccc(F)cc1)N(Cc1ccco1)C(=O)c1csnn1 (configuration not stated) | 1%

(cont.)
molecule | AmpC inh det
CC12CC(NC(=O)N1c1cccc(C(=O)Nc3ncn[nH]3)c1)c1ccccc1O2 (configuration not stated) | -4%
COc1ccc2[nH]cc(CCNc3ncncc3-c3c(C)noc3C)c2c1 | 9%
CC(C)(C#N)Nn1cnnc1 | -1%
Cn1nnnc1SCc1cc(=O)[nH]c2ccccc12 | -2%
CCOC(=O)CC(N)c1ccc(OC)cc1 (configuration not stated) | -1%
COCCNC(=O)CSc1nc2c(n1-c1ccccc1)CCCC2 | -2%
COCCNC(=O)CN(c1ccccc1OC)S(C)(=O)=O | 1%
Cc1nnc2sc(-c3ccc(NC(=O)c4cccnc4)cc3)nn12 | -2%
CC(=O)C1C(=O)NC23CCCCC2C1c1ccccc1O3 (configuration not stated) | -2%
O=C1N(O)C2(C=CCCC2)/C(=N\O)C12CCCCC2 (configuration not stated) | -3%
CCOc1ccc(Nc2ncnc(N)n2)cc1 | -1%
CCCN(CCC)C(=O)Cn1c(=O)n(CCCCC(=O)NC2CCCC2)c(=O)c2ccccc21 | 3%

Grouped by structure, the entries above containing a Cl atom.
molecule | AmpC inh det
CCCCCCNS(=O)(=O)c1ccc(Cl)s1 | -6%
COc1cccc(-c2cnc(NCc3cc(Cl)ccc3O)n2C)c1 | 8%

The listing continues:
molecule | AmpC inh det
O=P(CCNCc1ccco1)(c1ccccc1)c1ccccc1 | 8%
CC(C)C(=O)Nc1nnc(CCc2nnc(NC(=O)C(C)C)s2)s1 | -1%
COc1ccc(Cc2nn3c(Cn4nnc5ccccc54)nnc3s2)cc1 | -1%
COc1cccc(CN(C(=O)c2cc3ccccc3oc2=O)C2CC2)c1 | 11%
COc1cccc(NC(=O)CCS(=O)(=O)c2cccs2)c1 | -1%
COc1ccc(C2=C(C)CC(C)(C)NC2=O)cc1OC | -1%
C=CCOC(=O)CN1C(=O)c2ccccc2C1=O | 9%
N#CC1=C(SCC(=O)c2cc3ccccc3oc2=O)NC(=O)C(C#N)C12CCCC2 (configuration not stated) | -7%
Cc1nnc(SCC(=O)c2cc(C)n(-c3c(C)n(C)n(-c4ccccc4)c3=O)c2C)s1 | 21%
O=C(Nc1ccc(F)cc1)Nc1ccc(Cl)cn1 | 0%
CCn1cc(C(=O)NCCOC)c(=O)c2ccc(C)nc21 | 14%
Cc1oc2c(CN3CCOCC3)c(O)ccc2c(=O)c1-c1ccccc1 | -2%

Some values from above:
Value of COc1ccc(C2=C(C)CC(C)(C)NC2=O)cc1OC under AmpC inh det: -1%
Value of O=C(Nc1ccc(F)cc1)Nc1ccc(Cl)cn1 under AmpC inh det: 0%

The list goes on:
molecule | AmpC inh det
Cc1cc(C)cc(NC(=O)C2CCCN(c3nc(C)cc(C)n3)C2)c1 (configuration not stated) | -1%
COc1cccc(C2CC(=O)N3CN(c4cccc(Cl)c4C)CSC3=C2C#N)c1OC (configuration not stated) | 13%
CCn1c(C(=O)N2CCCC(C(=O)NCCCc3ccccc3)C2)cc2sccc21 (configuration not stated) | -4%
COc1ccc(NC(=O)c2coc3ccccc23)cc1OC | 7%
Cc1cccc(OCc2nc(C#N)c(NCc3ccc4c(c3)OCO4)o2)c1 | -2%
CCOc1ccc(Nc2nc3c(c(=O)[nH]2)CCC3)cc1 | 1%
O=c1cc(-c2ccccc2)[nH]n1-c1nc2ccccc2[nH]1 | -1%
CCOC(=O)N1CCN(c2nc(C)c3c(n2)CCCC3=O)CC1 | -4%
Clc1cccc(-c2ccc(/C=N/n3cnnc3)o2)c1 | 8%
C=CCn1c(SCC(=O)NC(=O)NC2CCCC2)nnc1C1CCCCC1 | -3%
COCCn1c(CN2CCC(Cc3ccccc3)CC2)nc2c1c(=O)n(C)c(=O)n2C | -3%
CC1(C)C(N(O)C(=O)Nc2ccccc2)N(c2cccc(Cl)c2)C(=O)N1O (configuration not stated) | 1%

(list continues)
molecule | AmpC inh det
CC(C)Cn1c(=O)c2c(nc3n2CCCN3CCc2ccccc2)n(C)c1=O | 18%
Brc1cccc(-c2nnc3sc(CN4CCC5(CC4)OCCO5)cn23)c1 | -3%
CCc1nnc(NC(=O)C2Cc3ccccc3CN2S(=O)(=O)c2cccs2)s1 (configuration not stated) | 0%
COc1cccc(C2NC(=O)NC(O)(C(F)(F)F)C2C(=O)c2cccnc2)c1OC (configuration not stated) | -2%
O=c1c2ccccc2nc2c3ccccc3c(N3CCOCC3)nn12 | -3%
CC(C)n1nc(C(=O)NCCc2ccc(S(N)(=O)=O)cc2)c2ccccc2c1=O | 0%
O=c1cc(-c2ccco2)oc2ccc(Cl)cc12 | 5%
COC(=O)CN(c1ccccc1C)S(C)(=O)=O | 21%
Cn1c(=O)cc(OCCCC(=O)NCc2ccc3c(c2)OCO3)c2ccccc21 | 5%
Cc1occc1-c1nnc(SCC(=O)c2cc3ccccc3oc2=O)o1 | 11%
COc1cccc(-c2cc(C(F)(F)F)nc(-n3cncn3)n2)c1 | 13%
Oc1ccc(-c2csc(NCc3ccco3)n2)cc1 | -2%

(listing goes on)
molecule | AmpC inh det
Cc1[nH]c2ccccc2c1C(=O)CN1CCC(C(N)=O)(N2CCCCC2)CC1 | -1%
COc1cc(OC)c(-c2nn3c(-c4ccncc4)nnc3s2)cc1OC | -1%
Cc1ccc(C(C)C)c(OCc2nnc(SCC(=O)Nc3ncc(C)s3)n2C)c1 | -7%
CC1Cc2ccccc2N1C(=O)CSc1nnc(Cn2nnc3ccccc32)n1C (configuration not stated) | 10%
CC1=C(C(N)=O)C(c2ccccn2)n2nc(SCc3ccccc3)nc2N1 (configuration not stated) | -3%
CC(=O)NC(CCS(C)(=O)=O)C(=O)Nc1ccc(F)cc1Cl (configuration not stated) | 23%
CCOc1ccccc1C(=O)Nc1nncs1 | -4%
CC(C)c1ccc(C(=O)Nc2ccc(N3CCOCC3)cc2)cc1 | 6%
Cc1cccc(C)c1O | 7%
O=C(O)CCCCCNCc1ccncc1 | 0%
COc1ccc(Oc2ncc3nc(-c4ccc(Cl)cc4)c(=O)n(C[C@H]4CCCO4)c3n2)cc1 | -1%
N#Cc1sc2nc(-c3ccccc3)cc(-c3ccco3)c2c1N | -1%

Next part.
molecule | AmpC inh det
O=C(NC1CCCCC1)n1c(=O)oc2ccc(Cl)cc21 | 7%
CN1CCN(CC(=O)N2c3ccccc3C(C)(c3ccccc3)CC2(C)C)CC1 (configuration not stated) | -1%
O=C(CSc1cccc[n+]1[O-])c1cc2ccccc2o1 | -3%
CCOc1ccccc1NC(=O)N1CCC(NC(=O)c2cccc(C)c2)CC1 | -7%
O=C(Cc1cccs1)Nc1ccc(NC(=O)c2ccco2)cc1 | -1%
C=CCn1c(O)c(C(CC)=Nc2ccc(N(CC)CC)cc2)c(=O)[nH]c1=O | -4%

An excerpt; the hit share may differ from the screen's.
